# ASAP1 GAP inh – inhibitors of human ASAP1 ArfGAP activity, primary screen, biochemical, fluorescence polarization. hit rate 0.19% among 360,000. inhibition, % at 16.5 µM. ASAP1-stimulated ARF1 GTP hydrolysis, GDP FP detection. Arf-GAP with SH3 domain, ANK repeat and PH domain-containing protein 1 (Homo sapiens), …; in the data active = inhibition above about 25%;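 note: 0% = vehicle with enzyme and substrate and 100% = no enzyme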
# KLK7 zymogen act – proKLK7 zymogen activators, primary screen, biochemical, fluorescence intensity; purified proKLK7, EDANS-DABCYL substrate fluorescence; 100% is mature enzyme control, 0% vehicle; activation, % at 7 µM; hit rate 0.9% among 370,000;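 active = activation above the mean of all tested compounds plus 3 SD, computed per campaign excluding outliers beyond control limits, cut at about 13% in these data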
# LEDGF integ inh – blockers of LEDGF/p75-dependent integrase strand transfer – biochemical, TR-FRET, high throughput, primary screen; inhibition, % at 3.7 µM; TR-FRET IN-LEDGF/p75 DNA integration, Eu/Cy5; hit rate 0.64% among 370,000;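 active = inhibition above the screen-wide mean plus 3 SD, cut at about 13% in these data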;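 note: signal is the Cy5 over europium emission ratio at 671 and 618 nm; 0% = plate median of compound wells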
# ARFGAP1 inhibitor – inhibitors of rat ARFGAP1 GAP activity, primary screen, biochemical, fluorescence polarization, GDP tracer. Arfgap1-stimulated ARF1 GTP hydrolysis, GDP FP detection. inhibition, % at 16.5 µM. hit rate 0.26% among 360,000. AID 651572, 2012;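 active = inhibition above a per-plate limit, mean inhibition of low control wells plus 3 SD, cut at about 25% in these data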;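 note: 0% = DMSO wells with enzyme and 100% = wells lacking Arfgap1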
# Target sequence (Q62848 1-136 limits assumed): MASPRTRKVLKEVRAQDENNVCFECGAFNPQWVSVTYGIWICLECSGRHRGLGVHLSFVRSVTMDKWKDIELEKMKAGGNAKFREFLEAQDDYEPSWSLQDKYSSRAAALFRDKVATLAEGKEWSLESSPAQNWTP
#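 System: truncated rat Arfgap1 GAP domain / Benchmarks: high control wells lacking Arfgap1, low control full reaction with DMSO / Times: compound-enzyme preincubation 20 min, reaction 120 min, detection 60 min, 25 °C / Repeats: one replicate per compound / Also added: human ARF1(Δ1-17)-GTP substrate / Measured by: Tracer-displacement fluorescence polarization with EDTA stop, 620/688 nm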
# TDP2 inh – human TDP2 enzyme inhibitors, primary screen, biochemical, epi absorbance, recombinant enzyme | Tyrosyl-DNA phosphodiesterase 2 (Homo sapiens), O95551 | T5PNP hydrolysis, p-nitrophenol absorbance 415 nm | inhibition, % at 12.8 µM | hit rate 0.34% among 370,000 | AID 720702, 2013;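 active = inhibition above the mean of all tested compounds plus 3 SD, set per campaign, cut at about 25% in these data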;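 note: 0% = DMSO with enzyme and 100% = buffer with substrate but no TDP2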
# Target sequence (O95551 whole entry, looked up): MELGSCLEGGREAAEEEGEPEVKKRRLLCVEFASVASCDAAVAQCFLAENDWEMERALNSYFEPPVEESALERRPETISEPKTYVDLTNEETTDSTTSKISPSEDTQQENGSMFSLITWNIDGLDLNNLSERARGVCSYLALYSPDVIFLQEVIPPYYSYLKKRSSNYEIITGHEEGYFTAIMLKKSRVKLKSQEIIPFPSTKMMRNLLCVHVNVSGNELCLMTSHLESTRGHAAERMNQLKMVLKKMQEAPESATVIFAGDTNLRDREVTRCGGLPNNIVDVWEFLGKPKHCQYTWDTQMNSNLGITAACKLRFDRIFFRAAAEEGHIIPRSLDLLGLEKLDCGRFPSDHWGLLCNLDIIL
#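 Evaluation: % inhibition relative to enzyme-containing and enzyme-free wells. Material: recombinant human TDP2. Benchmarks: enzyme-free and DMSO wells. Timing: enzyme reaction with compound for 2 h at 37 °C. Compound dosing: 12.8 µM only. Measured by: p-Nitrophenol epi absorbance. Reagent: T5PNP substrate at 5 mM, a TopII-DNA adduct mimic. Replication: single well per compound.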
# Tn6 DDE FP – inhibitors of Tn6 peptide binding to fibrin DD(E), primary screen, biochemical, fluorescence polarization, human fibrin, Tn6 probe; Fibrinogen beta chain (Homo sapiens), P02675; Fibrin DD(E) TRITC-Tn6 fluorescence polarization displacement; inhibition, % at 8.3 µM; hit rate 0.21% among 370,000;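 active = inhibition above a per-campaign cutoff: mean of compounds within control limits plus 3 SD, cut at about 15% in these data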;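 note: 0% = median of all compound wells on the plate and 100% = blocking peptide control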
# Tn7 DDE FP – inhibitors of Tn7 peptide binding to fibrin DD(E), primary screen, biochemical, fluorescence polarization, human fibrin, Tn7 probe. FP displacement of FITC-Tn7 peptide from fibrin DD(E); 0% = median of compound wells per plate. hit rate 0.13% among 370,000. Fibrinogen beta chain (Homo sapiens), P02675. inhibition, % at 8.3 µM;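 active = inhibition above the mean of compounds falling within the control limits plus 3 SD of them, cut at about 14% in these data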;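 note: 0% = plate median of compound wells and 100% = 10 µM Aha-Tn7 peptide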
#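 Assay system: Human clot-derived fibrin DD(E) complex | Buffer or medium: Tris/NaCl/CaCl2 buffer, pH 7.8 | Repeats: One replicate per compound | Benchmarks: Aha-Tn7 high control | Measure: % inhibition scaled between sample-field median and high-control FP | Schedule: 10 min plus 3 h, room temperature | Signal: Fluorescence polarization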
# PLC-gamma1 inh – PLC-gamma1 enzyme inhibitors, primary screen, biochemical, fluorescence, purified enzyme | 1-phosphatidylinositol 4,5-bisphosphate phosphodiesterase gamma-1 (Homo sapiens), P19174 | fluorogenic substrate | inhibition, % at 12.2 µM | hit rate 0.84% among 370,000 | AID 720700, 2013; in the data active = inhibition above about 9.5%
# ADAM10 inh – human ADAM10 inhibitors, primary screen, biochemical, QFRET, HTS; Disintegrin and metalloproteinase domain-containing protein 10 (Homo sapiens), O14672; recombinant ADAM10, EDANS/DABCYL FRET peptide cleavage, 3 h; inhibition, % at 7 µM; hit rate 0.62% among 370,000;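 active = inhibition above a per-campaign cutoff equal to the mean of compounds falling between control-based bounds plus 3 SD, cut at about 20% in these data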;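 note: 0% = DMSO wells while the 100% control is not disclosed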
# Target sequence (O14672 214-748 limits assumed): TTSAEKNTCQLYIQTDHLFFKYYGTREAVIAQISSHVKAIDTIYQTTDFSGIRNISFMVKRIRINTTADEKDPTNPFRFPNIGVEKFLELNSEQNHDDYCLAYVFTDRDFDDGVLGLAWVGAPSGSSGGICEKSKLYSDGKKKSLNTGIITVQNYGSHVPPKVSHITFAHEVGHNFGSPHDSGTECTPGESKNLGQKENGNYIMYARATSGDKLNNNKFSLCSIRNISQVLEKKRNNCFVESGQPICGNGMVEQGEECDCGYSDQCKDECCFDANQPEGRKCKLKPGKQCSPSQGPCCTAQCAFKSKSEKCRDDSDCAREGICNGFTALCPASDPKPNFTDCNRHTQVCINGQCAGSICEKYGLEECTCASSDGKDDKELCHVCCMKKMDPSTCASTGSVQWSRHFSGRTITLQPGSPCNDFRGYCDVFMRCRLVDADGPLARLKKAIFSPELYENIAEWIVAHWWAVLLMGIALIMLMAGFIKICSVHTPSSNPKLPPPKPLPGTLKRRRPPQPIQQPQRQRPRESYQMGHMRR
# ADAM17 inh – ADAM17 inhibitors, primary screen, biochemical, QFRET. AID 720648, 2013. inhibition, % at 6.95 µM. Disintegrin and metalloproteinase domain-containing protein 17 (Homo sapiens), P78536. recombinant ADAM17, EDANS/DABCYL FRET peptide cleavage. hit rate 0.83% among 370,000;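 active = inhibition above the mean of compounds lying between control limits plus 3 SD, set per campaign, cut at about 8.5% in these data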;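 note: 0% = DMSO-only wells as the low control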
# * marks the source's active call; other numbers are inactive results; i = inactive; · = no result given. Compounds as they come (roughly 4.2% active in at least one column).
SMILES,ASAP1 GAP inh,KLK7 zymogen act,LEDGF integ inh,ARFGAP1 inhibitor,TDP2 inh,Tn6 DDE FP,Tn7 DDE FP,PLC-gamma1 inh,ADAM10 inh,ADAM17 inh
O=C(CCC1CCCN(C(=O)c2cc3ccccc3o2)C1)NCc1ccc(F)c(F)c1 (centres undefined),9.9,0.7,-0.1,7.1,7.9,7.9,2.0,2.2,-3.8,-2.1
COc1ccc(N=C(N)N=C(N)N)c(OC)c1,8.3,0.4,2.0,-1.8,1.5,-1.3,3.5,-54.0,-7.6,0.7
Cc1ccc(N2C(=O)c3ccc(C(=O)Nc4cccnc4)cc3C2=O)c(C)c1,13.1,-0.4,-0.8,10.0,2.6,-2.6,-0.7,1.5,-6.4,-4.1
N#CC1(Cc2ccc([N+](=O)[O-])cc2)c2ccccc2C=CN1C(=O)c1ccccc1 (centres undefined),-5.2,-0.1,0.6,4.8,-1.4,1.5,-0.3,2.8,8.6,3.4
CC1(C)CC(NC(=O)CC(c2ccccc2)c2ccccc2)CC(C)(C)N1,-0.8,0.7,0.8,2.3,-3.5,0.5,-0.2,2.1,0.0,2.8
CSc1ccc(CN2C(=O)NC3(CCCCCCC3)C2=O)cc1,-3.1,0.1,1.6,4.5,5.2,4.2,-0.6,-2.3,11.3,2.1
Cn1nc(NC(=O)CC23CC4CC(CC(C4)C2)C3)c2c(F)cccc21,-1.5,-0.1,0.3,7.2,12.4,-9.9,-5.7,2.0,0.3,0.3
CCOc1ccc(N2CC(C(=O)N3CCCC3)CC2=O)cc1 (centres undefined),5.8,0.2,0.1,-0.1,-8.1,13.3,-2.7,5.3,0.0,3.2
N=c1sccn1CC(=O)Nc1ccc(S(=O)(=O)N2CCOCC2)cc1,2.6,-0.4,-2.1,7.6,-16.9,-3.2,-8.5,9.1,5.5,3.7
CCOC(=O)C1=C(COC(=O)/C=C/c2ccc(SC)cc2)NC(=O)NC1C (centres undefined),7.1,-23.4,-4.0,8.7,0.6,1.5,-0.7,-85.3,-200.2,-59.8

# The final 2 entries of the section above lead into the next.
SMILES,ASAP1 GAP inh,KLK7 zymogen act,LEDGF integ inh,ARFGAP1 inhibitor,TDP2 inh,Tn6 DDE FP,Tn7 DDE FP,PLC-gamma1 inh,ADAM10 inh,ADAM17 inh
N=c1sccn1CC(=O)Nc1ccc(S(=O)(=O)N2CCOCC2)cc1,2.6,-0.4,-2.1,7.6,-16.9,-3.2,-8.5,9.1,5.5,3.7
CCOC(=O)C1=C(COC(=O)/C=C/c2ccc(SC)cc2)NC(=O)NC1C (centres undefined),7.1,-23.4,-4.0,8.7,0.6,1.5,-0.7,-85.3,-200.2,-59.8
COc1cc(NC(=O)COC(=O)/C=C/c2c(C)nn(C3CCS(=O)(=O)C3)c2Cl)cc(OC)c1OC (centres undefined),2.0,-0.8,-0.5,6.3,14.1,1.1,0.8,-1.7,-3.3,-2.7
CC(=O)Nc1nc2ncccn2c1-c1ccc(F)c(F)c1,·,20.8*,4.5,·,-0.4,3.7,3.8,i,i,-366.6
CCOC(CNC(=O)c1ccc2c(c1)ncn2-c1ccccc1OC)OCC,-3.1,-0.4,-0.3,-7.7,4.4,1.9,-4.8,3.9,7.3,-2.4
C#CCCN([C@@H](CC(C)C)C(=O)OC)S(=O)(=O)c1ccccc1Br,·,0.8,-2.3,·,1.3,-10.9,5.3,-1.9,2.9,0.6
S=C(NC1CC1)N1CCCc2ccccc21,-5.4,0.4,0.9,-3.3,-3.7,6.4,-1.9,2.2,9.1,0.3
CN(C(=O)c1cc2c(cc1Br)OCO2)c1cccc2ccccc12,14.2,-0.6,-0.9,-0.2,-0.1,-1.3,-1.3,0.6,2.7,-2.4
CN(C)CCCN(C(=O)c1ccc(S(=O)(=O)N(C)C)cc1)c1nc2ccc(F)cc2s1,5.4,0.7,0.8,0.1,3.1,1.6,-2.3,-0.7,-8.9,-2.4
Fc1ccc(-c2nc3ccc(Cl)cn3c2Cc2cccc(Cl)c2)cc1,-17.9,-0.4,0.9,0.8,-4.2,11.1,1.7,-7.0,-20.3,-4.8
Cc1ccc(OCc2nnc(SCC(=O)N3CCc4ccccc43)n2C)cc1,-6.2,0.6,6.6,-4.8,1.8,11.7,-1.1,0.8,-7.7,0.0
COc1ccc2c(COC(=O)CNS(=O)(=O)c3ccccc3)cc(=O)oc2c1,0.8,11.5,2.2,0.0,-14.6,3.4,-6.5,-152.8,i,-315.2
Cc1ccc(-c2nnc(SCc3ccccc3F)o2)cc1,5.5,-0.3,2.2,-14.1,5.7,2.8,3.1,-3.7,1.4,-3.9
CSc1nc2ccc3nc(NC(=O)c4ccc(C)cc4)sc3c2s1,-0.4,-0.7,-1.9,-9.5,2.0,0.4,-3.2,-7.8,-14.1,-4.0
Cc1cc([N+](=O)[O-])ccc1NC(=O)Nc1ccc(F)cc1F,-2.2,-0.2,-5.5,4.6,-7.0,1.5,1.7,0.3,-10.5,0.2
O=C(/C=C/c1ccco1)N1CCC(Cc2ccccc2)CC1,-10.5,-0.4,3.0,3.5,-7.4,4.2,4.4,0.5,3.2,1.3
CCOC(=O)[C@H]1[C@H]2COc3ccc(Br)cc3[C@@H]2N2C(=O)CN(Cc3ccc(Cl)cc3)C(=O)[C@@]12C,7.9,0.1,-2.2,1.5,3.8,5.0,-0.7,1.5,-3.9,-3.2
Cc1nnc(SCC(=O)Nc2ncc(Cl)cc2Cl)n1Cc1ccccc1,0.6,-0.2,-1.7,2.1,1.3,-1.2,0.4,2.9,0.0,-3.3
CCOc1ccccc1CNC(=O)c1ccccc1NC(=O)C1=CSCCO1,-10.7,0.5,-0.7,3.7,15.8,2.4,-1.1,-4.1,-11.8,-4.6
O=C(c1ccc([N+](=O)[O-])cc1)N1CCC(n2nnc3cc(F)ccc32)CC1,0.9,0.2,3.0,3.2,4.8,-2.6,-5.9,2.2,2.1,0.3
NNC(=O)c1ccc(Cl)cc1Cl,9.1,0.7,-0.8,11.8,-10.6,9.5,3.2,1.3,4.2,5.0
CCc1ccc(CN(C)C(=O)c2cc(=O)c3ccccc3o2)cc1,3.7,-0.4,-1.9,-0.2,-10.9,-5.5,-1.9,0.6,12.1,0.6
COc1ccc(OC)c(NC(=O)CN(C)S(=O)(=O)c2ccc3nc(C)sc3c2)c1,-1.7,0.2,-2.6,2.5,-6.2,-4.3,5.2,2.5,-0.1,-3.9
CNc1nc(-c2ccccc2)nc(-c2ccc(OC)cc2)c1C#N,-13.1,-0.2,0.8,-8.8,-1.0,1.1,-3.7,0.0,-4.3,-0.7
CCn1c(/C=C/c2ccc(O)cc2)nc2ccccc2c1=O,12.8,-7.2,-5.2,-3.1,-0.6,-10.5,-5.9,-260.6,-27.3,-6.6
O=C(CSc1nnc(-c2ccccc2)o1)N1CCc2ccccc2C1,18.0,-0.1,0.5,2.1,6.5,-6.2,-3.3,-4.3,-6.8,-4.5
O=C(NN1C(=O)NC2(CCCCC2)C1=O)c1ccc(Cl)c(Cl)c1,9.4,0.0,-4.8,2.8,-6.2,-7.0,-1.4,11.6*,-1.9,-5.3
COc1cccc2cc3c(nc12)C[C@@H]1CCCC(=O)N2CCC[C@@]12C3,·,·,6.6,·,1.0,5.7,-2.0,-78.5,-42.6,-11.7
CCOC(=O)c1[nH]c2ccccc2c1NC(=O)C(C)(C)C,-6.1,0.5,1.2,9.6,-7.1,1.7,-0.8,-22.7,-63.1,-15.8
C=CCOc1nc2c(c(=O)n(C)c(=O)n2C)n1Cc1ccccc1,-8.1,-0.8,-0.2,-0.1,2.3,1.9,0.6,3.8,6.7,-0.4
CC(C(=O)N1CCCC1)N(c1ccccc1)S(C)(=O)=O (centres undefined),-11.0,0.4,2.0,-2.9,-4.9,-3.2,-6.6,2.7,4.9,-1.8
C=CCn1cccc(C(=O)Nc2ccc(C)cc2)c1=O,5.5,0.2,1.9,7.7,12.6,-8.6,-1.9,-3.8,-4.9,1.6

# Profiles from above. Order of values: ASAP1 GAP inh	KLK7 zymogen act	LEDGF integ inh	ARFGAP1 inhibitor	TDP2 inh	Tn6 DDE FP	Tn7 DDE FP	PLC-gamma1 inh	ADAM10 inh	ADAM17 inh
# Shown for COc1ccc(OC)c(NC(=O)CN(C)S(=O)(=O)c2ccc3nc(C)sc3c2)c1 → -1.7	0.2	-2.6	2.5	-6.2	-4.3	5.2	2.5	-0.1	-3.9
# Shown for CCOC(=O)c1[nH]c2ccccc2c1NC(=O)C(C)(C)C → -6.1	0.5	1.2	9.6	-7.1	1.7	-0.8	-22.7	-63.1	-15.8

# Following part
SMILES,ASAP1 GAP inh,KLK7 zymogen act,LEDGF integ inh,ARFGAP1 inhibitor,TDP2 inh,Tn6 DDE FP,Tn7 DDE FP,PLC-gamma1 inh,ADAM10 inh,ADAM17 inh
COc1ccc(Nc2ccnc(Nc3ccc(OC)cc3)n2)cc1,6.1,-0.2,-2.1,12.5,-1.2,3.2,8.0,3.3,6.8,-2.9
c1csc(-c2nnc(COc3ncnc4sccc34)o2)c1,4.5,-0.7,2.8,-4.9,-1.6,1.7,12.3,-6.2,-1.3,-3.5
CCN(CC)c1ccc(-c2nnc(SCC(=O)N(CCOC)c3c(N)n(CC(C)C)c(=O)[nH]c3=O)o2)cc1,-2.8,-0.8,-0.6,-1.3,0.5,1.8,-3.7,-51.7,-10.7,-3.0
COc1ccc(CN2CCN(C(=O)c3ccc(S(=O)(=O)N4CCCCCC4)cc3)CC2)cc1F,-8.6,-0.3,-3.4,-3.2,-6.6,12.3,-0.6,2.8,8.7,-1.5

# Screening results (PubChem BioAssay)
